TRPC4 block: inhibitors of mouse TRPC4 channel, primary screen, Fluo4 calcium, HEK293 TRPC4beta/mu-opioid cells; B-score at 10 µM; Short transient receptor potential channel 4 (Mus musculus), Q9QUQ5; DAMGO-evoked Fluo4 calcium flux; stronger effect = lower value; 0.39% of 300,000 active;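 active = B-score over 3 SD under the library average, no early fluorescence shift, positive overall ratio signal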
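Signal: kinetic Fluo4 fluorescence imaging of calcium influx. Material: stable TRPC4beta/mu-opioid receptor HEK293 cells. Probe or stimulus: DAMGO in two steps, submaximal then maximal.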
TRPC6 inh: mouse TRPC6 channel inhibitors, primary screen, cell-based, HEK293, membrane potential dye; Short transient receptor potential channel 6 (Mus musculus), Q61143; ACh-evoked depolarization; stronger effect = lower value; B-score at 10 µM; 1.1% of 310,000 active; AID 2553, 2010;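 active = B-score under library mean minus 3 SD, initial fluorescence not abnormally high, positive integrated signal ratio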;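 also: B-score derived from integrated fluorescence ratio over the kinetic read; more negative B-score means stronger inhibition of depolarization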
Target sequence (Q61143 whole entry, looked up): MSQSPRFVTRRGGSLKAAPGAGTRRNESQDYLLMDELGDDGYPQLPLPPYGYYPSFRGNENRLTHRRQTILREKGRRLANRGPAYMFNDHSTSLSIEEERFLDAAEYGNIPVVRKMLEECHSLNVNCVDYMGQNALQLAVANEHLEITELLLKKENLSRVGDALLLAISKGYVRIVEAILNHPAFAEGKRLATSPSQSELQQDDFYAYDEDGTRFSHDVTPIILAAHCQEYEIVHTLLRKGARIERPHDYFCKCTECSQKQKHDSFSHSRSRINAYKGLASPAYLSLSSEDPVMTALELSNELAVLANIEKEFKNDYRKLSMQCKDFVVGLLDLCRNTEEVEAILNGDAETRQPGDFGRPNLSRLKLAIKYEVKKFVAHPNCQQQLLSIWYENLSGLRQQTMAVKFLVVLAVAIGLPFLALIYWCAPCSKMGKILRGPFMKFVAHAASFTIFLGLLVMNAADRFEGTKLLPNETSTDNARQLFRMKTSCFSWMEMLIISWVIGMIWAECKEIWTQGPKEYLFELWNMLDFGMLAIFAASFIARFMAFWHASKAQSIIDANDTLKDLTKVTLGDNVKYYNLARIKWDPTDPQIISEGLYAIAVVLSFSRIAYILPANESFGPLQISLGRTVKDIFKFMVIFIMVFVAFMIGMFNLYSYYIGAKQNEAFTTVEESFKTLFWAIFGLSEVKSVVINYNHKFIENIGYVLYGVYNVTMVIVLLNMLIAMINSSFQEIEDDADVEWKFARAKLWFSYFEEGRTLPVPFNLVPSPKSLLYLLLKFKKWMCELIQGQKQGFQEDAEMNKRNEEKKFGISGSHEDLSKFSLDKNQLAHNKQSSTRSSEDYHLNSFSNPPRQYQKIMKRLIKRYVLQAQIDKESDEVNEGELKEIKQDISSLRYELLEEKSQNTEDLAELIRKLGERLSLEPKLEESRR
TRPC4 act: activators of mouse TRPC4 channel, primary screen, Fluo4 calcium, HEK293 TRPC4beta/mu-opioid cells | 0.49% of 310,000 active | Fluo4 calcium fluorescence; stronger effect = higher value | B-score at 10 µM | Short transient receptor potential channel 4 (Mus musculus), Q9QUQ5;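 active = B-score above 5 SD of library B-scores, and initial fluorescence ratio not above library mean plus 5 SD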;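 also: positive B-score marks a calcium rise read as TRPC4 activation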
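Assay system: HEK293 cells stably co-expressing mouse TRPC4beta and mu-opioid receptor / Timing: Fluo4 dye loading 45 min at room temperature, 110 s recording / Signal: Fluo4 calcium-sensitive dye fluorescence, kinetic, 1 Hz baseline / Read-out: integrated baseline-normalised fluorescence ratio, converted to per-well B score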
ANO1 block: TMEM16A chloride channel inhibitors, primary screen, cell-based, HTS; Anoctamin-1 (Mus musculus), Q8BHY3; HEK293 TMEM16A/YFP iodide influx fluorescence, ionomycin; normalized B-score (activity score, 25-100; higher = stronger inhibition) at 10 µM; 1.2% of 310,000 active; AID 588511, 2011;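 active = ratio plate-corrected score three or more library SD toward inhibition, starting fluorescence score within five deviations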;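 also: score derived from kinetic fluorescence span divided by baseline fluorescence per well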
ANO1 activ: TMEM16A chloride channel activators or potentiators, primary screen, cell-based, HTS; Anoctamin-1 (Mus musculus), Q8BHY3; HEK293 TMEM16A/YFP-H148Q/I152L, iodide quench fluorescence; stronger effect = lower value; B-score at 10 µM; 0.3% of 340,000 active;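 active = fluorescence-ratio B-score plate-corrected deviation score at least 3 library SD below zero, with starting fluorescence score within 5 deviations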;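 also: channel opened by trigger with iodide after compound preincubation; score built on the fluorescence ratio of max minus min over baseline; more negative score means more quench and so TMEM16A activation or potentiation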
MrgX1 antagonist: antagonists of human MrgX1 receptor, primary screen, HEK293 cells, Fluo-4 calcium flux | 1.3% of 310,000 active | Mas-related G-protein coupled receptor member X1 (Homo sapiens), Q96LB2 | BAM8-22 antagonism; stronger effect = lower value | AID 588676, 2011 | B-score at 10 µM;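 active = calcium-response B-score plate-corrected more than 3 library SD below zero, starting fluorescence within 5 deviations, no agonist response on first addition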;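 also: peak minus trough fluorescence over baseline after final BAM8-22 challenge near maximal dose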
SKKanGAS inh: S. pyogenes SKKanGAS growth inhibitors in kanamycin, primary screen, streptokinase expression inhibitor project, SKKanGAS strain, BacTiter-Glo luminescence. inhibition, % at 7.5 µM. 1.3% of 300,000 active. 6 h;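 active = mean replicate score, as percent of positive control median, at least 50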;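 also: strain carries kanamycin resistance gene driven by streptokinase promoter and grows in 40 µg/ml kanamycin; loss of luminescence reflects streptokinase promoter inhibition or plain growth inhibition; 0% = median of DMSO wells and 100% = positive control at its reference dose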
TRPC4 PAM: positive allosteric modulators of TRPC4, primary screen, cell-based, mouse TRPC4beta, HEK293 mu-opioid, Fluo-4 calcium | Short transient receptor potential channel 4 (Mus musculus), Q9QUQ5 | DAMGO EC20, Fluo-4 Ca2+ flux; stronger effect = higher value | B-score at 10 µM | 0.42% of 310,000 active | AID 2227, 2009;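 active = B-score of calcium response area above 5 SD of library B-scores, with initial fluorescence ratio within 5 SD of library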;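 also: B-score of integrated fluorescence ratio over time as area under calcium response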
MrgX1 agonist: agonists of human MrgX1 receptor, primary screen, HEK293 cells, Fluo-4 calcium flux | Fluo-4 calcium fluorescence, agonist mode; stronger effect = higher value | B-score at 10 µM | Mas-related G-protein coupled receptor member X1 (Homo sapiens), Q96LB2 | AID 588627, 2011 | 0.44% of 310,000 active;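 active = calcium response B-score plate-corrected fluorescence ratio at least 3 library SD, with starting fluorescence B-score inside 5 SD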
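System – MrgX1-expressing HEK293 cells · Incubation – cells plated overnight, dye loaded 0.5 h 37 °C, 0.5 h room temperature · Technique – kinetic Fluo-4 NW fluorescence of intracellular calcium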
TRPC6 activator: mouse TRPC6 channel activators, primary screen, cell-based, HEK293, membrane potential dye | B-score at 10 µM | HEK293-TRPC6 membrane potential dye fluorescence; stronger effect = higher value | 0.13% of 310,000 active | Short transient receptor potential channel 6 (Mus musculus), Q61143 | AID 2550, 2010;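 active = B-score of the integrated fluorescence ratio above library mean plus 3 SD, and starting fluorescence ratio within library mean plus 5 SD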;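 also: higher score means more depolarization so channel activation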
MrgX1 allo act: positive allosteric modulators of MrgX1, primary screen, HEK293 cells, Fluo-4 calcium flux; Mas-related G-protein coupled receptor member X1 (Homo sapiens), Q96LB2; FDSS; stronger effect = higher value; B-score at 10 µM; 0.63% of 310,000 active;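 active = plate-corrected calcium response at least 3 library SD above typical, normal starting fluorescence, not activating the receptor alone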;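 also: compound read alongside a low EC10 to EC30 dose of BAM8-22 agonist; peak minus trough fluorescence over baseline measured at the second addition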
The depositor's hits bear a star; i = inactive; nt = no result given.

SMILES | TRPC4 block | TRPC6 inh | TRPC4 act | ANO1 block | ANO1 activ | MrgX1 antagonist | SKKanGAS inh | TRPC4 PAM | MrgX1 agonist | TRPC6 activator | MrgX1 allo act
OCCCNc1nnc(-c2ccccc2)c2ccccc12 | i | i | i | i | i | i | 0 | i | i | i | i
CC(C)(C)C(=O)C1=C(O)C(=O)N(Cc2ccccc2)C1c1ccccc1F (configuration not stated) | i | i | i | i | i | i | 8 | i | i | i | i
CS(=O)(=O)N1CCC(C(=O)Nc2ccc(Br)cc2F)CC1 | i | i | i | i | i | i | 4 | i | i | i | i
O=C(NCCCN1CCCC1=O)c1cccc(S(=O)(=O)NCc2ccccc2)c1 | i | i | i | i | i | i | 0 | i | i | i | i
O=C(NCCN1C(=O)S/C(=C\c2ccccc2F)C1=O)C1CCCN1C(=O)c1cccs1 (configuration not stated) | i | i | i | i | i | i | 12 | i | i | i | i
CCC(C)NC(=O)CCC(=O)NNc1nc2ccccc2c2nc(C)nn12 (configuration not stated) | i | i | i | i | i | i | 6 | i | i | i | i
Nc1ccc2nc3c(=O)[nH]c(=S)[nH]c3nc2c1 | i | i | i | i | i | i | -10 | i | i | i | i
Cc1cc(C)cc(NC(=O)N(CCC#N)Cc2cccs2)c1 | i | i | i | i | i | i | -2 | i | i | i | i
Cc1cc(/C=N/NC(=O)c2ccncc2)c(C)n1-c1ccccc1 | i | i | i | i | i | i | -14 | i | i | i | i
CCOc1cc(C(=S)N2CCCCC2)ccc1OCC(=O)NCc1ccccc1 | i | i | i | i | i | i | 2 | i | i | i | i
Cc1ccc(NC(=O)C2CCCN(S(=O)(=O)c3cccnc3)C2)c(C)c1 (configuration not stated) | i | i | i | i | i | i | 0 | i | i | i | i
CCOc1ccc(C(=O)Nc2cc(S(=O)(=O)Nc3ccccc3Cl)ccc2N2CCOCC2)cc1 | i | i | i | i | i | i | 18 | i | i | i | i
COc1ccccc1CNCC(=O)N1CC(=O)Nc2ccccc21 | i | i | i | i | i | i | -8 | i | i | i | i
COc1ccc(S(=O)(=O)NCC(=O)NCCc2ccc(OC)c(OC)c2)cc1 | i | i | i | i | i | i | -9 | i | i | i | i
C/C(=N/NC(=O)Cc1cccn1C)c1ccccc1 | i | i | i | i | i | i | 4 | i | i | i | i
CCOc1ccc(Br)cc1CNCc1cccnc1 | i | i | i | i | i | i | 3 | i | i | i | i
CCOc1ccc(NC(=O)Nc2cc(-c3ccccc3)sc2C(=O)OC)cc1 | i | i | i | i | i | i | 25 | i | i | i | i
COc1ccc(C(C)=O)cc1CSc1nc2nc(C)cc(C)n2n1 | i | i | i | i | i | i | 2 | i | i | i | i
Cc1ccc2c(c1C)NC(C(=O)O)C1CC=CC21 (configuration not stated) | i | i | i | i | i | i | 1 | i | i | i | i
CCOC(=O)C1CCCN(C(=O)CC(c2ccccc2)c2ccccc2)C1 (configuration not stated) | i | i | i | i | i | i | -14 | i | i | i | i
COc1ccc(-c2nc(C#N)c(NCCCN3CCOCC3)o2)cc1 | i | i | i | i | i | i | -5 | i | i | i | i
Cc1ccc(CSc2nnc(C)c(=O)[nH]2)cc1 | i | i | i | i | i | i | 2 | i | i | i | i
CCCCN(C(=O)c1cccc(C)c1)c1c(N)n(CCC)c(=O)[nH]c1=O | i | i | i | i | i | i | -8 | i | i | i | i
CCCCC1=CC2=C(c3ccco3)C(=O)C(C)(OC(=O)c3ccc(OC)cc3)C(=O)C2=CN1CC1CC1 (configuration not stated) | i | i | i | i | i | i | 8 | i | i | i | i
CCN(CCCn1c(SCC#N)nc2ccccc2c1=O)c1ccccc1 | i | i | i | i | i | i | 61* | i | i | i | i
Nc1ncnc2nc(SCCN3CCCCC3)[nH]c12 | i | i | i | i | i | i | -3 | i | i | i | i
COC(=O)c1ccc(Nc2nc(C)nc3c2nnn3Cc2ccccc2)cc1 | i | i | i | i | i | i | 41 | i | i | i | i
CC(SC1=NCCS1)C(=O)Nc1nnc(-c2ccc(Br)cc2)s1 (configuration not stated) | i | i | i | i | i | i | 15 | i | i | i | i
CC(=O)Nc1ccc(S(=O)(=O)N2CCC(NC(=O)c3ccccc3)CC2)cc1 | i | i | i | i | i | i | -3 | i | i | i | i
Cn1c(C(=O)N2CCN(C(=O)c3ccco3)CC2)cc2c(=O)n(C)c3ccccc3c21 | i | i | i | i | i | i | -12 | i | i | i | i
CN(C)c1nc(Cl)nc(N(C#N)CCOc2ccccc2)n1 | i | i | i | i | i | i | 6 | i | i | i | i
O=C(C1CCCC1)N1CCCC(Nc2ccccc2)C1 (configuration not stated) | i | i | i | i | i | i | 0 | i | i | i | i
Clc1cccc(Cl)c1Cn1ccc(C2CC2)n1 | i | i | i | i | i | i | 9 | i | i | i | i
CN1C(=O)c2ccccc2Sc2ccc(NC(=O)N3CCOCC3)cc21 | i | i | i | i | i | i | 2 | i | i | i | i
CC(=O)Nc1ccc(NC(=O)COc2ccc(S(=O)(=O)NC(C)c3ccccc3)cc2)cc1 (configuration not stated) | i | i | i | i | i | i | 3 | i | i | i | i
Cc1cc(=O)oc2c1c(C)nn2-c1ccc(Cl)cc1 | i | i | i | i | i | i | 3 | i | i | i | i
CCOC(=O)CSc1nc(-c2cccs2)nc2c1c(=O)n(C)c(=O)n2C | i | i | i | i | i | i | -7 | i | i | i | i
COc1ccc(OC)c(S(=O)(=O)NC(N)=NCCc2ccccc2OC)c1 | i | i | i | i | nt | i | 2 | i | i | i | i
C=C(C)CNC(=S)NNC(=O)c1cc(C)oc1C | i | i | i | i | i | i | 1 | i | i | i | i
CCC(Cc1ccccc1)NS(=O)(=O)c1ccc2c(c1)NC(=O)CO2 (configuration not stated) | i | i | i | i | i | i | -15 | i | i | i | i
Cc1ccc(NC(=O)CN2CCc3ccccc3C2)cc1C | i | i | i | i | i | i | 6 | i | i | i | i
COCCCC1CCN(C(=O)C2CCC(=O)N(C3CCCCCC3)C2)CC1 (configuration not stated) | i | i | i | i | i | i | -1 | i | i | i | i
Cc1noc(C(=O)Nc2ccccc2C(F)(F)F)c1Cl | i | i | i | i | i | i | -6 | i | i | i | i
Cc1ccc(-c2nnn(CC(=O)N3c4ccccc4CCc4ccccc43)n2)cc1 | i | i | i | i | i | i | -4 | i | i | i | i
COc1ccc(OCC(=O)Nc2ccccc2C(=O)N2CCOCC2)cc1 | i | i | i | i | i | i | -8 | i | i | i | i
COC(=O)CNC(=O)Cc1c(C)n(C(=O)c2ccc(Cl)cc2)c2ccc(OC)cc12 | i | i | i | i | i | i | -2 | i | i | i | i
CC(C)(Oc1ccc(Cl)cc1)C(=O)NCC(c1cccs1)N1CCOCC1 (configuration not stated) | i | i | i | i | i | i | -5 | i | i | i | i
CC(=O)Nc1ccc(SCC(=O)N(C)C2CCS(=O)(=O)C2)cc1 (configuration not stated) | i | i | i | i | i | i | -1 | i | i | i | i
CC(=O)C1C(c2ccccc2)c2c(n[nH]c2C)CC1(C)O (configuration not stated) | i | i | i | i | i | i | 7 | i | i | i | i
CC1CCN(C(=O)CCNS(=O)(=O)c2ccc3c(c2)c(=O)n(C)c(=O)n3C)CC1 | i | i | i | i | i | i | -3 | i | i | i | i
O=C(CSc1cccc2cccnc12)Nc1ccc(S(=O)(=O)N2CCOCC2)cc1 | i | i | i | i | i | i | 13 | i | i | i | i
COc1ccc(N(CC(=O)N2CCCC2)S(=O)(=O)c2ccc(NC(C)=O)cc2)cc1 | i | i | i | i | i | i | -2 | i | i | i | i
CCC(Oc1ccccc1F)C(=O)NCCCn1ccnc1 (configuration not stated) | i | i | i | i | i | i | -8 | i | i | i | i
CCOc1ccccc1CN1CCNC(=O)C1CC(=O)NCCC1=CCCCC1 (configuration not stated) | i | i | i | i | i | i | -1 | i | i | i | i
Cc1ccc(OCCCCN2CCCC(C)C2)c([N+](=O)[O-])c1 (configuration not stated) | i | i | i | i | i | i | 4 | i | i | i | i
CCOC(=O)c1ccc(NC(=S)N(CCCN2CCN(CC)CC2)Cc2ccco2)cc1 | i | i | i | i | i | i | -4 | i | i | i | i
CC(=O)N1C(=O)N(C(C)=O)C2C1N(C(C)=O)C(=O)N2C(C)=O (configuration not stated) | i | i | i | i | i | i | 6 | i | i | i | i
Cc1c2ccccc2nc2ccccc12 | i | i | i | i | i | i | 9 | i | i | i | i
CCS(=O)(=O)N1CCC(C(=O)Oc2ccc(C(=O)OC)cc2)CC1 | i | i | i | i | i | i | -6 | i | i | i | i
Fc1ccccc1CCNc1nnnn1-c1ccccc1 | i | i | i | i | nt | i | 3 | i | i | i | i
CC(C)COc1ccc(C(=O)N/C(=C\c2cccc([N+](=O)[O-])c2)C(=O)OC(C)C)cc1 | i | i | i | i | i | i | -5 | i | i | i | i
CCC1(C)SC(NC(C)=O)=NN1C(C)=O (configuration not stated) | i | i | i | i | i | i | 3 | i | i | i | i
CCOc1ccc(-c2cnc(N)n2C)cc1 | i | i | i | i | i | i | 4 | i | i | i | i
